INS-1E rescue = rescue of cytokine-induced death in INS-1E beta cells; protection from cytokine-induced ATP loss, % at 10 µM; INS-1E cytokine-induced death, ATP luminescence, 48 h; normalised: neutral wells 0, positive control 100; actives 0.1% (n = 20,000);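 active means mean replicate protection from cytokine-induced ATP loss at least 50% and at least 75% of replicates each reaching 50%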
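Assay system – rat INS-1E insulinoma cell line · Quantity – 8000 cells per well · Buffer or medium – RPMI without phenol red, 5% FBS · Schedule – 48 h co-treatment, 10 min post-lysis read · Technique – luminescent ATP assay (CellTiter-Glo)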
T cruzi HTS = inhibitors of intracellular Trypanosoma cruzi; activity score (inhibition), % at 5.01 µM; intracellular Trypanosoma cruzi in host cells, plate reader; AID 651903; actives 4.9% (n = 22,000); in the data active means activity score above about 55%;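 further: parasites and compound incubated about four days before reading; 0% = median of neutral control wells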
Numbers without * were called inactive; · = not tested or not shown.

Start of the data: the first two compounds, ahead of the listing:
SMILES | INS-1E rescue | T cruzi HTS
O=C(NO)c1ccc(C(=O)N/N=C/c2cccc(Br)c2)cc1 | -7 | -7
COc1ccc(CN(C)C[C@@H]2OCCCC[C@@H](C)Oc3ccc(NC(=O)Nc4ccc(F)cc4)cc3C(=O)N([C@H](C)CO)C[C@@H]2C)cc1 | -4 | 46

The listing, from the first entry:
SMILES | INS-1E rescue | T cruzi HTS
O=C(NO)c1ccc(C(=O)N/N=C/c2cccc(Br)c2)cc1 | -7 | -7
COc1ccc(CN(C)C[C@@H]2OCCCC[C@@H](C)Oc3ccc(NC(=O)Nc4ccc(F)cc4)cc3C(=O)N([C@H](C)CO)C[C@@H]2C)cc1 | -4 | 46
Cc1cccc(CN(C)C[C@@H]2Oc3ncc(-c4cccc(C(F)(F)F)c4)cc3C(=O)N([C@H](C)CO)C[C@@H]2C)c1 | · | 63*
C[C@@H]1CN([C@H](C)CO)C(=O)c2cccc(NC(=O)c3nc4ccccc4s3)c2O[C@H]1CN(C)S(=O)(=O)c1cccs1 | -11 | 18
Cc1ccc(S(=O)(=O)Nc2ccc3c(c2)CC(=O)N([C@H](C)CO)C[C@H](C)[C@H](CN(C)C(=O)NC(C)C)O3)cc1 | 17 | -45
C[C@@H]1CN([C@@H](C)CO)C(=O)c2cc(NC(=O)CCCCCC(=O)Nc3ccccc3N)ccc2O[C@@H]1CN(C)Cc1ccc(-c2ccccc2)cc1 | 0 | -37
C[C@@H]1CN([C@@H](C)CO)C(=O)c2cc(NC(=O)Cc3cn(C)c4ccccc34)ccc2O[C@@H]1CN(C)CC1CCCCC1 | -2 | 27
C[C@@H]1CCCCO[C@@H](CN(C)S(=O)(=O)c2ccccc2)[C@@H](C)CN([C@H](C)CO)C(=O)c2cc(NC(=O)CCC(F)(F)F)ccc2O1 | 2 | -20
COc1ccc(S(=O)(=O)Nc2ccc3c(c2)C(=O)N([C@@H](C)CO)C[C@H](C)[C@H](CN(C)Cc2ccc(C(=O)O)cc2)O3)cc1 | 2 | -6
C[C@@H]1CN([C@@H](C)CO)C(=O)Cc2cc(NC(=O)c3ccncc3)ccc2O[C@@H]1CN(C)C | 4 | -4
C[C@H]1CN([C@@H](C)CO)C(=O)c2cccc(NS(=O)(=O)c3ccccc3)c2O[C@@H]1CN(C)S(=O)(=O)c1cn(C)cn1 | 7 | -19
C[C@H](CO)N1C[C@H](C)[C@H](CN(C)C(=O)Nc2ccc3c(c2)OCCO3)OCc2cn(nn2)CCCC1=O | · | -15
C[C@@H]1CN([C@H](C)CO)C(=O)CCCn2cc(nn2)CO[C@H]1CN(C)Cc1ccc(Cl)c(Cl)c1 | · | -45
C[C@@H]1CN([C@@H](C)CO)C(=O)c2cc(NC(=O)CCC(F)(F)F)ccc2O[C@H]1CN(C)Cc1ccc2c(c1)OCO2 | -3 | -1
C[C@@H]1CN([C@@H](C)CO)C(=O)Cc2cc(NC(=O)Cc3cn(C)c4ccccc34)ccc2O[C@@H]1CN(C)C(=O)Nc1cccc2ccccc12 | 1 | -1
C[C@H]1CN([C@@H](C)CO)C(=O)Cc2cc(NS(=O)(=O)c3cn(C)cn3)ccc2O[C@@H]1CN(C)Cc1ccc(C(=O)Nc2ccccc2N)cc1 | -7 | 0
C[C@@H]1CN([C@H](C)CO)C(=O)c2cc(NC(=O)Nc3ccc(C(F)(F)F)cc3)ccc2O[C@@H]1CN(C)Cc1ccc2c(c1)OCO2 | -32 | -5
CC(C)COC(=O)N(C)C[C@@H]1OCc2cnnn2CCCC(=O)N([C@@H](C)CO)C[C@@H]1C | 7 | -12
C[C@H]1CN([C@@H](C)CO)C(=O)c2cc(N(C)C)ccc2O[C@@H]1CN(C)C(=O)NC1CCCCC1 | 2 | -23
C[C@H]1CN([C@@H](C)CO)C(=O)CCCn2nncc2CO[C@H]1CN(C)Cc1ccc2c(c1)OCCN2C | -1 | 5
CC1(C)[C@H]2CC=C(/C=N\NC(=O)c3ccc(C(=O)NO)cc3)[C@@H]1C2 | 3 | 11
COc1ccc(CN(C)C[C@@H]2Oc3c(NS(=O)(=O)c4c(C)noc4C)cccc3C(=O)N([C@@H](C)CO)C[C@@H]2C)cc1 | 3 | -18
C[C@H](CO)N1C[C@H](C)[C@H](CN(C)C)Oc2ccc(NS(=O)(=O)c3ccccc3)cc2CC1=O | 13 | -31
Cc1noc(C)c1S(=O)(=O)Nc1ccc2c(c1)CC(=O)N([C@@H](C)CO)C[C@H](C)[C@H](CN(C)Cc1ccccc1)O2 | 5 | 2
C[C@@H]1CN([C@@H](C)CO)C(=O)c2cccc(NC(=O)Nc3ccc(F)cc3)c2O[C@H]1CN(C)Cc1ccccc1 | 0 | 17

Sorted by length of the SMILES (high to low): 11 of the compounds above.
SMILES | INS-1E rescue | T cruzi HTS
C[C@@H]1CN([C@@H](C)CO)C(=O)c2cc(NC(=O)CCCCCC(=O)Nc3ccccc3N)ccc2O[C@@H]1CN(C)Cc1ccc(-c2ccccc2)cc1 | 0 | -37
COc1ccc(S(=O)(=O)Nc2ccc3c(c2)C(=O)N([C@@H](C)CO)C[C@H](C)[C@H](CN(C)Cc2ccc(C(=O)O)cc2)O3)cc1 | 2 | -6
C[C@@H]1CN([C@H](C)CO)C(=O)c2cc(NC(=O)Nc3ccc(C(F)(F)F)cc3)ccc2O[C@@H]1CN(C)Cc1ccc2c(c1)OCO2 | -32 | -5
C[C@H]1CN([C@@H](C)CO)C(=O)c2cccc(NS(=O)(=O)c3ccccc3)c2O[C@@H]1CN(C)S(=O)(=O)c1cn(C)cn1 | 7 | -19
Cc1noc(C)c1S(=O)(=O)Nc1ccc2c(c1)CC(=O)N([C@@H](C)CO)C[C@H](C)[C@H](CN(C)Cc1ccccc1)O2 | 5 | 2
C[C@@H]1CN([C@@H](C)CO)C(=O)c2cc(NC(=O)Cc3cn(C)c4ccccc34)ccc2O[C@@H]1CN(C)CC1CCCCC1 | -2 | 27
C[C@@H]1CN([C@@H](C)CO)C(=O)c2cc(NC(=O)CCC(F)(F)F)ccc2O[C@H]1CN(C)Cc1ccc2c(c1)OCO2 | -3 | -1
C[C@H](CO)N1C[C@H](C)[C@H](CN(C)C(=O)Nc2ccc3c(c2)OCCO3)OCc2cn(nn2)CCCC1=O | · | -15
C[C@H]1CN([C@@H](C)CO)C(=O)CCCn2nncc2CO[C@H]1CN(C)Cc1ccc2c(c1)OCCN2C | -1 | 5
C[C@@H]1CN([C@@H](C)CO)C(=O)Cc2cc(NC(=O)c3ccncc3)ccc2O[C@@H]1CN(C)C | 4 | -4
O=C(NO)c1ccc(C(=O)N/N=C/c2cccc(Br)c2)cc1 | -7 | -7

Additional results
SMILES | INS-1E rescue | T cruzi HTS
Cc1noc(C)c1NC(=O)N(C)C[C@@H]1OCCCC[C@@H](C)Oc2ccc(NC(=O)C3CCCCC3)cc2C(=O)N([C@H](C)CO)C[C@@H]1C | 0 | -3
C[C@@H]1CN([C@@H](C)CO)C(=O)c2cc(NS(=O)(=O)c3cn(C)cn3)ccc2O[C@H]1CN(C)Cc1ccc(C(=O)Nc2ccccc2N)cc1 | 8 | -17
CC(C)NC(=O)Nc1ccc2c(c1)C(=O)N([C@H](C)CO)C[C@H](C)[C@@H](CN(C)S(=O)(=O)c1cccs1)O2 | -10 | -22
C[C@H]1CN([C@@H](C)CO)C(=O)c2cc(NC(=O)NC3CCCCC3)ccc2O[C@H]1CN(C)C(=O)Nc1ccc(F)cc1 | -2 | -6
COc1ccc(S(=O)(=O)Nc2ccc3c(c2)C(=O)N([C@H](C)CO)C[C@H](C)[C@@H](CN(C)S(=O)(=O)c2ccc(C)cc2)O3)cc1 | -2 | 0
C[C@@H]1CN([C@H](C)CO)C(=O)Cc2cc(NC(=O)C3CC3)ccc2O[C@H]1CN(C)Cc1ccc(C(=O)Nc2ccccc2N)cc1 | -2 | 19
Cc1noc(C)c1S(=O)(=O)Nc1ccc2c(c1)CC(=O)N([C@@H](C)CO)C[C@@H](C)[C@@H](CN(C)Cc1ccncc1)O2 | 5 | -10
C[C@@H]1CN([C@H](C)CO)C(=O)CCCn2nncc2CO[C@H]1CN(C)C(=O)CCC(F)(F)F | · | -22
C[C@@H]1CN([C@@H](C)CO)C(=O)c2cc(NC(=O)Nc3ccc(F)cc3)ccc2O[C@H]1CN(C)C(=O)Nc1cccc2ccccc12 | -5 | 6
COc1ccc(NC(=O)Nc2ccc3c(c2)C(=O)N([C@H](C)CO)C[C@H](C)[C@@H](CN(C)C)OCCCC[C@@H](C)O3)cc1 | -3 | 8
CNC[C@H]1Oc2c(NC(=O)Nc3c(C)noc3C)cccc2C(=O)N([C@H](C)CO)C[C@@H]1C | 3 | -4
C[C@@H]1CN([C@@H](C)CO)C(=O)Cc2cc(NC(=O)C3CC3)ccc2O[C@@H]1CN(C)Cc1ccc(-c2ccccc2)cc1 | -21 | -3
C[C@@H]1CN([C@H](C)CO)C(=O)c2cc(NC(=O)CCN3CCOCC3)ccc2O[C@H]1CN(C)CC1CCCCC1 | 1 | 2
C[C@@H]1CN([C@H](C)CO)C(=O)c2cccc(NC(=O)c3nc4ccccc4s3)c2O[C@H]1CN(C)Cc1ccc(C(=O)Nc2ccccc2N)cc1 | 18 | 79*
C[C@H]1CN([C@@H](C)CO)C(=O)c2cccc(NC(=O)c3ccc(-c4nccs4)cc3)c2O[C@H]1CN(C)C(=O)NC1CCCCC1 | 8 | -16
Cc1noc(C)c1NC(=O)Nc1ccc2c(c1)C(=O)N([C@@H](C)CO)C[C@@H](C)[C@H](CN(C)C(=O)Nc1ccc(F)cc1)O2 | 8 | -11
C[C@@H]1CN([C@@H](C)CO)C(=O)c2cc(NC(=O)Cc3cn(C)c4ccccc34)ccc2O[C@H]1CN(C)Cc1ccc(C(=O)Nc2ccccc2N)cc1 | -2 | 17
Cc1ccc(S(=O)(=O)N(C)C[C@H]2Oc3ccc(NC(=O)Nc4ccccc4)cc3C(=O)N([C@H](C)CO)C[C@H]2C)cc1 | 0 | 3
Cc1noc(C)c1NC(=O)Nc1ccc2c(c1)C(=O)N([C@H](C)CO)C[C@H](C)[C@@H](CN(C)Cc1ccc(C(=O)Nc3ccccc3N)cc1)O2 | 0 | 8
C[C@H]1CN([C@@H](C)CO)C(=O)c2cccc(NC(=O)Nc3cccc4ccccc34)c2O[C@H]1CN(C)Cc1ccc(-c2ccccc2)cc1 | -18 | 40
COc1ccc(NC(=O)Nc2ccc3c(c2)C(=O)N([C@H](C)CO)C[C@@H](C)[C@@H](CN(C)CC2CCCCC2)O3)cc1 | 5 | -4
CC(C)NC(=O)N(C)C[C@H]1Oc2ccc(NC(=O)NC3CCCCC3)cc2C(=O)N([C@@H](C)CO)C[C@H]1C | · | 1
C[C@@H]1CN([C@H](C)CO)C(=O)CCCn2nncc2CO[C@@H]1CN(C)Cc1ccncc1 | · | -2
CC(C)NC(=O)N(C)C[C@@H]1Oc2ccc(N(C)C)cc2C(=O)N([C@H](C)CO)C[C@H]1C | 6 | -14
Cc1noc(C)c1NC(=O)Nc1ccc2c(c1)CC(=O)N([C@H](C)CO)C[C@@H](C)[C@H](CN(C)CC1CCCCC1)O2 | 3 | 0

More structures
SMILES | INS-1E rescue | T cruzi HTS
COc1ccc(S(=O)(=O)Nc2cccc3c2O[C@@H](CN(C)Cc2ccc4c(c2)OCO4)[C@@H](C)CN([C@H](C)CO)C3=O)cc1 | -3 | 7
C[C@H](CO)N1C[C@H](C)[C@@H](CN(C)C(=O)Nc2cccc3ccccc23)Oc2ccc(NS(=O)(=O)c3cccs3)cc2C1=O | · | -1
COc1ccc(S(=O)(=O)N(C)C[C@@H]2OCCCC[C@@H](C)Oc3ccc(NS(=O)(=O)c4ccc(Cl)cc4)cc3C(=O)N([C@H](C)CO)C[C@@H]2C)cc1 | -26 | 43
C[C@@H]1CCCCO[C@@H](CN(C)S(=O)(=O)c2ccccc2)[C@@H](C)CN([C@H](C)CO)C(=O)c2cc(NS(=O)(=O)c3ccc(F)cc3)ccc2O1 | 1 | 7
CNC[C@@H]1Oc2c(NC(=O)c3cnccn3)cccc2C(=O)N([C@@H](C)CO)C[C@H]1C | 5 | -11
C[C@@H]1CN([C@@H](C)CO)C(=O)c2cccc(NC(=O)c3ccncc3)c2O[C@@H]1CN(C)Cc1ccccc1 | -1 | -18
C[C@H]1CN([C@@H](C)CO)C(=O)Cc2cc(NC(=O)Cc3ccccc3)ccc2O[C@H]1CN(C)CC1CCCCC1 | 5 | -7
Cc1ccc(S(=O)(=O)Nc2ccc3c(c2)C(=O)N([C@H](C)CO)C[C@H](C)[C@H](CN(C)Cc2ccc(C(=O)Nc4ccccc4N)cc2)OCCCC[C@@H](C)O3)cc1 | 2 | 52
C[C@@H]1CN([C@@H](C)CO)C(=O)c2cccc(NC(=O)C3CCCCC3)c2O[C@@H]1CN(C)Cc1ccc(C(=O)O)cc1 | 11 | -13
C[C@@H]1CN([C@@H](C)CO)C(=O)c2cc(NC(=O)C3CC3)ccc2O[C@@H]1CN(C)Cc1ccc(Cl)c(Cl)c1 | · | 7

Screening data (PubChem)

Compounds were not picked by outcome (roughly 5.3% active in at least one column).
